From PubChem
GPR151 ag: activates the human receptor GPR151 | PathHunter beta-arrestin GPR151 cells, luminescence | activation, % at 11.2 µM | 650,000 compounds, 1% hits | AID 1508602; in the data active = activation above about 4.9%;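 note: 0% = median of compound wells and 100% = cells with positive control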
Target sequence (Q8TDV0 whole entry, looked up): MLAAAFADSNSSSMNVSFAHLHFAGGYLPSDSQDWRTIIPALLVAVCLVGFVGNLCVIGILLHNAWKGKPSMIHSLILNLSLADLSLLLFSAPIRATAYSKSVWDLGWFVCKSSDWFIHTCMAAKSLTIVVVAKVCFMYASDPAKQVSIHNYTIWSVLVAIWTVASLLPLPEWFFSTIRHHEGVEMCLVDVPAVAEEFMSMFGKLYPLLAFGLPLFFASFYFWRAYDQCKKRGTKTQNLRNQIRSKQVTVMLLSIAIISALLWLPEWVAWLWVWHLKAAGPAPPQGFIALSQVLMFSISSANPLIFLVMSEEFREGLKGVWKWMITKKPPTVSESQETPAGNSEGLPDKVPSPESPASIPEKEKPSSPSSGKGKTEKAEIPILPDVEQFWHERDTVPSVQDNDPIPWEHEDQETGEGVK
FBW7 activator: activators of human E3 ligase FBW7; AlphaScreen FBW7–phospho-cyclin E peptide binding, activator screen; 650,000 compounds, 0.13% hits; normalized activity (activation), % at 26.1 µM; Q969H0; in the data active = normalized activity above about 1.9%;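 note: purified mutant Fbw7 with reduced substrate affinity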
MITF inh: human MITF inhibition, primary screen | O75030 | AlphaScreen MITF homodimerization, bead proximity signal | inhibition, % at 2.6 µM | 650,000 compounds, 0.91% hits; in the data active = inhibition above about 50%;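 note: 0% = vehicle wells with protein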
Target sequence (O75030 whole entry, looked up): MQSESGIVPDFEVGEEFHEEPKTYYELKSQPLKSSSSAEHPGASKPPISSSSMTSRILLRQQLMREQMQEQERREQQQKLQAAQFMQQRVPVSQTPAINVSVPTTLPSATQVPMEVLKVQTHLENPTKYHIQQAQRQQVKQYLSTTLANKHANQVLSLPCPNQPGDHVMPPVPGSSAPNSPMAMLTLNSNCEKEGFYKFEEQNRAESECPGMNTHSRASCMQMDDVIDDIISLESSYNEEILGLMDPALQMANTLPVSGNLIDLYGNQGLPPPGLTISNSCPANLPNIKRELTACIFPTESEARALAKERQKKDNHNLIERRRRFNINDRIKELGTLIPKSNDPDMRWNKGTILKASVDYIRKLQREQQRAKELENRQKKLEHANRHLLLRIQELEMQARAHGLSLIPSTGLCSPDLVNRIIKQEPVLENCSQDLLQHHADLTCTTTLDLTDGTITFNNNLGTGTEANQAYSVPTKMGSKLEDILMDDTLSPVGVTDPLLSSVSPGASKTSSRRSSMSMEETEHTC
TEAD-YAP block: TEAD-YAP interaction inhibition | HEK-TIYL cells, TEAD-Gal4/YAP UAS-luciferase luminescence | 640,000 compounds, 1.4% hits | inhibition, % at 9.12 µM; in the data active = inhibition above about 32%;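 note: 0% = median of test compound wells and 100% = reference inhibitor wells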
An asterisk follows results filed as active; & = joins results of further samples.

Labels used below – A = GPR151 ag; B = FBW7 activator; C = MITF inh; D = TEAD-YAP block
O=C(Oc1ccc(Cl)cc1)N1CCN2C(=O)[C@@H]3CSCN3C(=O)[C@H]2C1
  A: -0.5	B: 0.1	C: 7.3	D: 9.6
Cc1ccnc(NS(=O)(=O)c2ccc(NC(=O)/C=C/c3ccco3)cc2)n1
  A: 0.4	B: 0.3	C: 5.9	D: 9.5
Cc1nc2c(c(C)c1CCC(=O)NC(C)C)c(=O)n(C)c(=O)n2C
  A: -0.9	B: 0.7	C: 7.1	D: -4.2
COCCn1c(CCC(=O)O)nc2cccnc21
  A: -0.6	B: 0.2	C: 16.8	D: -5.4
Cc1nc(SCC(=O)N2CCC(C)CC2)c2c(C)c(C)sc2n1
  A: 0.3	B: -0.2	C: 7.1	D: -1.9
COc1ccc(-c2nc(C)c(CCNS(=O)(=O)c3cccs3)s2)cc1
  A: 1.0	B: -0.1	C: -7.3	D: -12.9
COc1cccc(-c2nc3n(n2)C(c2ccccc2Cl)C(C(N)=O)=C(C)N3)c1 (centres undefined)
  A: 1.8	B: 0.1	C: 9.9	D: 0.3
Cc1sc(NC(=O)CCCOc2ccc(Cl)cc2Cl)c(C(N)=O)c1C
  A: 2.3	B: -0.1	C: -2.8	D: 2.1
COc1ccc(C(=O)Nc2ccc(C(=O)O)cc2)cc1
  A: -0.3	B: 0.2	C: 19.1	D: 1.6
COc1ccc(C2CC(C(F)(F)F)n3nc(C(=O)Nc4ccc(C(C)O)cc4)c(Cl)c3N2)cc1 (centres undefined)
  A: 2.4	B: -0.1	C: -2.5	D: 9.6
NCC(O)COCC1COc2ccccc2O1 (centres undefined)
  A: 1.0	B: 0.1	C: -6.1	D: -1.5
COC(C(=O)Nc1ccccc1C(=O)O)c1ccccc1 (centres undefined)
  A: -0.3	B: 0.0	C: 11.7	D: 4.1
COc1ccc(CN2C(=O)CC[C@@H]3CN(C(=O)CCn4ccc(C)n4)CC[C@@H]32)cc1
  A: -0.5	B: 0.3	C: -20.0	D: -75.3
CCOC(=O)c1cnn(-c2ccccc2)c1NC(=O)CSc1ncccn1
  A: -0.5	B: 0.0	C: -10.0	D: 2.0
Nc1ccc(C(=O)NNc2c(Cl)cc(Cl)cc2Cl)cc1
  A: 0.3	B: 0.0	C: -3.4	D: -4.0

Next compounds follow:
Labels used below – A = GPR151 ag; B = FBW7 activator; C = MITF inh; D = TEAD-YAP block
Cn1c(=O)c2cc(C(=O)NCc3ccccn3)n(Cc3ccccc3)c2n(C)c1=O
  A: -1.5	B: -0.2	C: 8.2	D: -2.6
O=c1c2ccccc2ncn1-c1cccc(Br)c1
  A: 3.0	B: -0.2	C: -5.8	D: -1.4
CC(=O)Nc1ccc(C(=O)NC2CCCCCC2)cc1
  A: 2.5	B: 0.1	C: 24.8	D: -10.0
COc1nc(Nc2cccnc2)nc(NC2CC2)n1
  A: 2.4	B: 0.0	C: 6.3	D: 7.4
COc1ccc(S(=O)(=O)N2CCC(c3nnc(-c4ccc(C)cc4)o3)CC2)c(OC)c1
  A: -0.3	B: 0.2	C: 5.6	D: -2.0
CN1c2ccccc2C(C)(C)C12C=Nc1c(ccc3ncccc13)O2 (centres undefined)
  A: -2.3	B: -0.1	C: 31.9	D: 14.9
Cc1ccccc1NC(=S)NCC1CCCO1 (centres undefined)
  A: -0.4	B: -0.2	C: 0.0	D: 0.0
CNCCCOc1ccc(Cl)c(C)c1
  A: -1.6	B: 0.2	C: 37.6	D: -2.5
COC(=O)c1c(NC(=O)COc2ccc(F)cc2)sc(C)c1C
  A: -0.5	B: -0.1	C: -7.6	D: -6.0
Cc1ccsc1C(=O)N1CCc2nnc(CNC(=O)C3CC3)n2CC1
  A: 0.7	B: 0.1	C: -0.9	D: -12.8
OCC1CCCN1c1nc2ncnc(NCc3cccc(C(F)(F)F)c3)c2[nH]1 (centres undefined)
  A: 2.0	B: -0.2	C: 5.5	D: 13.2
Oc1oc(-c2ccc(Cl)cc2)nc1C=Nc1ccc(Cl)cc1Cl
  A: 0.0	B: 0.1	C: 6.5	D: 8.0
CCOC(=O)c1sc2ncnc(N3CCN(c4ccccn4)CC3)c2c1C
  A: 0.1	B: 0.7	C: 5.7	D: 8.8
COc1ccccc1NC(=O)c1cc(S(=O)(=O)N2CCC(C)CC2)ccc1F
  A: -0.1	B: 0.0	C: 8.9	D: 8.8
CCN(CC(=O)Nc1ccc(C(N)=O)cc1)CC(=O)Nc1ccccc1C(F)(F)F
  A: -0.6	B: -0.1	C: -0.2	D: 17.9

The list continues:
Labels used below – A = GPR151 ag; B = FBW7 activator; C = MITF inh; D = TEAD-YAP block
CS(=O)(=O)N(CC(=O)Nc1ccc(Br)cc1F)C1CCCCC1
  A: 0.9	B: 0.2	C: 9.8	D: 1.0
CC(=O)c1ccc(F)c(-c2cc(C)cc3c2OC(CNC(=O)CN(C)C)C3)c1 (centres undefined)
  A: -1.7	B: -0.2	C: 7.9	D: -1.0
COCCCNc1nc2ccc(C)cc2n2cnnc12
  A: 0.9	B: -0.2	C: 0.4	D: 10.6
CCc1nnc(-n2nc(C)cc2-c2ccccc2)n1N
  A: -0.2	B: 1.1	C: 13.9	D: -5.5
COc1ccc(/C=C/C(=O)n2cccn2)cc1OC
  A: 0.8	B: -0.3	C: -1.0	D: 1.5
COc1ccc(-c2noc(N3CCN(c4ccccc4F)CC3)n2)cc1OC
  A: -3.0	B: 0.1	C: -6.2	D: -1.1
NC(=O)C1CCN(C2CCN(C(=O)c3ccc4c(c3)[nH]c(=S)n3c5ccccc5nc43)CC2)CC1
  A: 0.8	B: 0.2	C: 19.8	D: 11.1
CCOC(=O)C1=C(c2ccccc2)N=c2s/c(=C\c3cccs3)c(=O)n2C1c1ccc(OCC)cc1 (centres undefined)
  A: -1.2	B: 0.1	C: -9.4	D: -5.8
O=S(=O)(NCCC1=CCCCC1)c1ccc(-n2cccn2)cc1
  A: -0.5	B: 0.0	C: -11.4	D: -0.9
O=C(COC(=O)c1ccc([N+](=O)[O-])o1)Nc1ccc(Br)cc1
  A: -0.3	B: 0.1	C: 14.8	D: 4.5
O/N=C/c1sc(N2CCOCC2)nc1-c1ccccc1
  A: -1.1	B: -0.1	C: 3.3	D: 3.9
COc1cc(Cl)cc(/C=N\NC(=O)C2COc3cc4ccccc4cc3O2)c1O (centres undefined)
  A: -0.9	B: -0.3	C: -10.3	D: 52.7*
CCOCCCN(C(=O)C(F)(F)F)C(C(=O)NC1CCCCC1)c1ccc(C)s1 (centres undefined)
  A: -0.5	B: 0.3	C: 10.3	D: -2.7
COc1ccc(CNc2nncc(-c3ccc4ccccc4c3)n2)c(OC)c1
  A: 1.0	B: 0.0	C: 7.8	D: -8.2
COc1ccccc1NC(=O)c1cc(=O)c2ccccc2o1
  A: 0.0	B: -0.2	C: -3.6	D: -38.3

Next section.
Labels used below – A = GPR151 ag; B = FBW7 activator; C = MITF inh; D = TEAD-YAP block
O=C(Oc1ccc(OCc2ccccc2)cc1)c1ccc(Cl)cc1Cl
  A: -1.1	B: -0.1	C: 1.0	D: -0.1
CC(C)(C)c1ccc(CN2C(=O)c3ccccc3C2=O)cc1
  A: 0.7	B: 0.1	C: -2.0	D: -2.6
CCCCCCC1CC(C)(c2csc(Nc3ccc(C)cc3)n2)OC1=O (centres undefined)
  A: -0.8	B: 0.1	C: 2.8	D: 10.4
Cc1ccc(N=c2ssnc2Cl)cc1[N+](=O)[O-]
  A: 0.1	B: -0.5	C: 3.1	D: -10.0
C=CCn1c(C2COc3ccccc3O2)nc2ncc(-c3ccncc3)cc21 (centres undefined)
  A: 0.8	B: 0.0	C: 12.3	D: 0.7
Cc1ccc(OCc2cc(C(=O)N3CCC(C4CCCCC4)C3)no2)cn1 (centres undefined)
  A: 0.4	B: 0.2	C: 11.8	D: 7.0
COC(=O)c1c(NC(=O)C(C)Oc2ccc(Cl)c(C)c2)sc(C)c1C (centres undefined)
  A: 1.0	B: 0.0	C: -0.5	D: -3.5
O=C(/C=C/c1ccccc1)Nc1nc(CN2CCc3ccccc3C2)cs1
  A: 0.2	B: -0.3	C: 5.5	D: 26.1
COC(=O)CCC(=O)Nc1ccc(Nc2ccccc2)cc1
  A: 0.1	B: -0.1	C: -8.4	D: -15.9
CC(=O)c1c(C)nc2ccc([N+](=O)[O-])cc2c1-c1ccccc1
  A: 0.2	B: 0.1	C: 15.2	D: 1.9
Cc1cc(OCC(=O)n2cnc3ccccc32)ccc1[N+](=O)[O-]
  A: -0.6	B: 0.2	C: 12.5	D: 4.1
Cc1cc(C(=O)NCCc2ccc(S(N)(=O)=O)cc2)c(C)o1
  A: 1.1	B: 0.4	C: 11.4	D: 3.2
O=C(NCC1OCCCN1S(=O)(=O)c1ccc(F)cc1)C(=O)NC1CCCC1 (centres undefined)
  A: -2.3	B: -0.1	C: -11.3	D: 2.1
CC[C@@H](Cn1nc(-c2cccs2)ccc1=O)NC(=O)Cn1ncc2ccccc2c1=O
  A: 0.5	B: 0.0	C: 9.6	D: -6.2
CCNc1nc(NCC)n2c(SCc3ccc(C)cc3)nnc2n1
  A: 0.2	B: 0.1	C: 48.0	D: -3.9

(list continues)
Labels used below – A = GPR151 ag; B = FBW7 activator; C = MITF inh; D = TEAD-YAP block
CCOC(=O)c1c(NC(=O)c2cccc([N+](=O)[O-])c2)sc(C(=O)Nc2ccc(C)cc2C)c1C
  A: 2.7	B: 0.1	C: 11.9	D: 8.0
Cc1ccc(-n2c(C)cc(C=O)c2C)cc1[N+](=O)[O-]
  A: 0.4	B: 0.0	C: 11.9	D: 14.2
CCOC(=O)c1c(NC(=O)CCOc2ccccc2)sc(C(C)=O)c1C
  A: -1.8	B: 0.6	C: 18.8	D: 8.2
Cc1ccc(SCC(=O)Nc2nnc(-c3cccs3)o2)cc1
  A: -1.0	B: -0.8	C: 16.7	D: -2.6
O=C(Nc1ccc(NC(=O)c2ccc([N+](=O)[O-])o2)cc1)c1ccco1
  A: -0.2	B: 0.0	C: 4.1	D: -1.9
COC(C(=O)Nc1ccnn1C1CCN(Cc2ccc(F)cc2)CC1)c1ccccc1 (centres undefined)
  A: -1.0	B: -0.1	C: -3.5	D: -0.4
CCOC(=O)C1=C(C)NC2=C(C(=O)C(C(=O)OC)C(C)C2)C1c1ccccc1OCC (centres undefined)
  A: -0.4&2.4	B: 0.2&-0.1	C: 0.3&2.3	D: 7.8&-10.4
Cc1cc(N2C(=O)c3ccc(C(=O)NC4CCCCC4C)cc3C2=O)no1 (centres undefined)
  A: -1.3	B: 0.5	C: 11.5	D: 8.9
Cc1csc(/C(C#N)=C/c2ccccc2C(F)(F)F)n1
  A: -2.0	B: -0.1	C: 0.1	D: 1.2
Cn1c(=O)cc(OCCCC(=O)NCc2ccc3c(c2)OCO3)c2ccccc21
  A: -0.4	B: 0.0	C: 11.4	D: 6.6
COC(=O)c1ccccc1NC(=O)c1ccccc1NS(=O)(=O)c1ccccc1
  A: 1.0	B: 0.0	C: -12.1	D: -6.8
CC1(c2ccccc2Cl)NC(=O)N(CC(=O)Nc2ccc(Br)cc2)C1=O (centres undefined)
  A: 2.6	B: 0.3	C: -0.6	D: 2.9
C=CCOc1ccc(C2c3c(oc4ccc(C)cc4c3=O)C(=O)N2CCCN(C)C)cc1 (centres undefined)
  A: 0.0	B: 0.1	C: 5.3	D: -5.4
CCOc1cc(C(=O)N2CCN=C2SCc2cccnc2)cc(OCC)c1OCC
  A: 0.1	B: 1.0	C: 11.4	D: -21.1
CC(C)(C)NC(=O)C(c1ccc(F)cc1)N(Cc1ccc(F)cc1)C(=O)c1csnn1 (centres undefined)
  A: -1.0	B: 0.1	C: -1.9	D: -0.4

Going on with the list:
Labels used below – A = GPR151 ag; B = FBW7 activator; C = MITF inh; D = TEAD-YAP block
Cc1ccc(/C=N\NC(=O)CNC(=O)c2ccccc2Br)c(O)c1
  A: 0.9	B: -0.1	C: 6.4	D: 17.7
Cn1c(=O)n(CC(=O)N2CCCCCC2)c2cccnc21
  A: 0.1	B: 0.5	C: 3.7	D: 10.2
COc1ccc(/C(C)=N/NC(=O)Cc2c(C)[nH]c(=O)[nH]c2=O)cc1
  A: 0.0	B: 0.0	C: 2.1	D: 3.9
COc1cccc(C2NC(=O)NC(O)(C(F)(F)F)C2C(=O)c2cccnc2)c1OC (centres undefined)
  A: -0.1	B: 0.0	C: -5.5	D: 6.1
CCCOC(=O)C1=C(C)NC2=C(C(=O)CC(C)(C)C2)C1c1ccc(OCc2ccccc2)c(OC)c1 (centres undefined)
  A: -0.4	B: 0.0	C: 5.2	D: -1.6
NNc1nnc(-c2ccccc2)c2ccccc12
  A: -0.8	B: -0.1	C: -0.9	D: -4.2
COc1ccc(C2N(C(=O)CN3CCOCC3)CCN2S(=O)(=O)c2ccc(C)cc2)cc1 (centres undefined)
  A: -0.1	B: -0.2	C: -10.2	D: -19.4
